Screens (PubChem BioAssay)
D3 antag – qHTS of D3 Dopamine Receptor Antagonist: qHTS; D3R cells, DiscoveRx beta-arrestin luminescence, antagonist mode; hits give low values; max response, negative = inhibition, %; actives 2.5% (n = 360,000); in the data active = max response below about -50%; inconclusive = no clear call, values can overlap the other calls; note: % is set by controls: 0 for no effect and ±100 for the full control effect; mostly tested at two doses, the higher about 12 µM
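Cells expressing the human receptor were seeded at 1500 cells/well, incubated overnight at 37 degrees C in 5% CO2, then exposed to library compounds with dopamine controls for 90 minutes at 37 degrees C before luminescent detection.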
IL2 activator – qHTS of IL-2 Activators; IL-2 activation reporter assay, cell-based qHTS; stimulated with anti-CD3/CD4/CD28 beads; in transgenic mouse T cells; activation, % (series mostly up to about 46 µM); actives 0.065% (n = 360,000); in the data active = activation above about 50%; inconclusive = mostly about 30% to 49%; note: 0% is about no effect
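Unstimulated transgenic mouse T cells preincubated 60 min with compound, then stimulated with anti-CD3/anti-CD4-coated beads plus anti-CD28 for 18 h at 37 degrees C. IL-2 response read as EGFP and DsRed fluorescence by plate cytometry.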
PI5P4Ka inh – qHTS for Inhibitors of phosphatidylinositol 5-phosphate 4-kinase (PI5P4K); Phosphatidylinositol 5-phosphate 4-kinase type-2 alpha (Homo sapiens), P48426; PI5P4Kalpha enzyme, ADP-Glo luminescence, 60 min; hits give low values; max response, %; actives 1.2% (n = 330,000); active = max response of -50% or lower; inconclusive = between -30% and -50%; inactive = -30% or higher; note: value at the top dose of about 77 µM; % is set by controls: 0 for no effect and ±100 for the full control effect
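Controls without substrate or without enzyme flank wells where PI5P4Kalpha converts substrate using 5 microM ATP (final). Incubation lasts 60 minutes at room temperature; ADP formed is read by ADP-Glo luminescence.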
HEK293 tox – qHTS of GLP-1 Receptor Inverse Agonists: Cytotox Screen | HEK293 cAMP-luciferase reporter cells, luminescence, 24 h | Potency, µM (top dose mostly 38.3 µM), for inactives: at the highest dose activity change, negative = inhibition, actives largely listed as inhibitors | actives 0.13% (n = 410,000) | AID 624418, 2012;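 note: loss of luciferase light is scored as toxicity; potency is the fitted concentration of half-maximal effect; % is set by controls: 0 for no effect and ±100 for the full control effect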
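Compound-treated cells are incubated 24 hr at 37 deg C under 5% CO2 after a 12 hour attachment period, then luciferase detection reagent is added and luminescence is measured following 12 min at room temperature; lowered signal indicates toxicity.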
GLP1R inv ag – qHTS of GLP-1 Receptor Inverse Agonists (Inhibition Mode); AID 624417, 2012; HEK293 GLP-1R CRE-luciferase, luminescence, 24 h; GLP-1R form is constitutively active; actives 1.6% (n = 410,000); Potency, µM (top dose mostly 38.3 µM), for the others: top-dose activity change, negative = inhibition, usual class: inhibitors; note: potency is the fitted concentration of half-maximal effect; % is set by controls: 0 for no effect and ±100 for the full control effect; nearly all actives have a fitted effect of over 55% in size
Target sequence (P43220 whole entry, looked up): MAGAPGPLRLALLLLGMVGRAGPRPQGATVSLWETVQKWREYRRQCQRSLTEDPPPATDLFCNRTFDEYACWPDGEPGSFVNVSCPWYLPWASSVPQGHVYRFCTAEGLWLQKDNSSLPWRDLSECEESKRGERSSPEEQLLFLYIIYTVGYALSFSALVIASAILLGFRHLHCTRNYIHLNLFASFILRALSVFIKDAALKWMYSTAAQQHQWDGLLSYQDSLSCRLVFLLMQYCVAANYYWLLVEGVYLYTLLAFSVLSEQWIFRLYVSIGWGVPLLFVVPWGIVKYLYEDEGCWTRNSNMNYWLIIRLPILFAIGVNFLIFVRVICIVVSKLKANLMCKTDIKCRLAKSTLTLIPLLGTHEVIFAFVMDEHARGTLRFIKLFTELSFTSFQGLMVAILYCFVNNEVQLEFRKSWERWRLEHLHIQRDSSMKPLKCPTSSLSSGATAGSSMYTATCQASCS
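Inverse agonism was detected as reduced cAMP-driven luciferase luminescence after 24 h compound treatment. The cells were HEK293 clones expressing constitutively active human GLP-1R with the reporter. Reporter-only and GPR119 cell lines served as counterscreen controls.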
WRN inhibitor – qHTS for Inhibitors of WRN Helicase; Bifunctional 3'-5' exonuclease/ATP-dependent helicase WRN (Homo sapiens), Q14191; WRN helicase unwinding, fluorescent forked duplex, kinetic; Potency, µM (series often up to 114 µM), inactives show at the top dose activity change, negative = inhibition, actives largely listed as inhibitors; actives 0.46% (n = 360,000); AID 651768, 2012; note: potency is the fitted concentration of half-maximal effect; % is set by controls: 0 for no effect and ±100 for the full control effect; nearly all actives have a fitted effect of over 55% in size
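WRN at 20 nM final preincubated with compound 15 min at room temperature; reaction started with 100 nM fluorophore/quencher forked duplex oligonucleotide and 2 mM ATP final. Unwinding followed kinetically by red fluorescence (ex 525, em 598 nm).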
PLK1 PBD block – qHTS for Inhibitors of PLK1-PDB (polo-like kinase 1 - polo-box domain): Primary Screen; Potency, µM, without a hit: max response, negative = inhibition, hits mostly inhibitors; Plk1 PBD binding of FITC phosphopeptide, fluorescence polarization; Serine/threonine-protein kinase PLK1 (Homo sapiens), P53350; actives 2.8% (n = 360,000); note: potency is the fitted concentration of half-maximal effect; series mostly up to about 57 µM; % is set by controls: 0 for no effect and ±100 for the full control effect; nearly all actives have a fitted effect of over 65% in size
Target sequence (P53350 whole entry, looked up, the tested form may be a part): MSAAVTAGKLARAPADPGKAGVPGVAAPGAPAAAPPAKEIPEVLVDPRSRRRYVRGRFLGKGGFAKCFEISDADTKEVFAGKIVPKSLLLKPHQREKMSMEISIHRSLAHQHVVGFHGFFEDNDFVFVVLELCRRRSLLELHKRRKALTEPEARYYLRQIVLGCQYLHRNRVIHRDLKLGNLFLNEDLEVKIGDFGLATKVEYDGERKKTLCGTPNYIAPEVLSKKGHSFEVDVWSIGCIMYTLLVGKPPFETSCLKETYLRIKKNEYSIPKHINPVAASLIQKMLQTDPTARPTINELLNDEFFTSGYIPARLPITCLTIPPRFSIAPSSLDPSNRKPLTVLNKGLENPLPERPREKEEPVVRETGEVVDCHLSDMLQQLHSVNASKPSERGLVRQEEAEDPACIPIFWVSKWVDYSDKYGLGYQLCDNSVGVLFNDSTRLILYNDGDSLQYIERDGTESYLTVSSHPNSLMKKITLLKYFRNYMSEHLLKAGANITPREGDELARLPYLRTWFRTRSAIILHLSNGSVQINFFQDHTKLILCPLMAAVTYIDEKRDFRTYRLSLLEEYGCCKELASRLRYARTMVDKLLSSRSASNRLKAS
D3 ag – qHTS of D3 Dopamine Receptor Agonist: qHTS; D(3) dopamine receptor (Homo sapiens), P35462; D3R DiscoveRx beta-arrestin cells, luminescence, 90 min; max activation, %; actives 0.58% (n = 410,000); in the data active = max activation above about 30%; note: 0% is about no effect; mostly tested at two doses, the higher about 12 µM
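Agonist mode: compounds and dopamine controls were applied to plated cells for 90 min at 37 degrees C after an overnight attachment at 1500 cells/well. Luminescent read-out followed 30 - 60 minutes at room temperature with DiscoveRx detection reagent.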
GLP1R ag – qHTS of GLP-1 Receptor Agonists | actives 0.007% (n = 380,000) | Potency, µM (series often up to 45.6 µM), for the others: top-dose activation, most hits filed as activators | HEK293 GLP-1R CRE-luciferase, luminescence, 4-6 h; cells express a hypersensitive GLP-1R form | Glucagon-like peptide 1 receptor (Homo sapiens), P43220; note: potency is the fitted concentration of half-maximal effect; % of control where 0% means no effect
* = called active by the depositor; ? = inconclusive; / = no result given; [ ] = dose if it differs, or a comment. Unless noted, calls come from the whole dose curve; as a rule, active = well fitted curve in the direction sought with a large enough effect; inconclusive = small, poorly fitted or top-dose-only effect, or another doubt; inactive = no such curve, though single readings can be large; an effect the other way counts as inactive or inconclusive.

SMILES	D3 antag	IL2 activator	PI5P4Ka inh	HEK293 tox	GLP1R inv ag	WRN inhibitor	PLK1 PBD block	D3 ag	GLP1R ag
Cn1c(C2=C(O)CN(c3ccccc3)C2=N)nc2ccccc21	9	-0.7	-10	-1%	7%	0%	-6%	1	11%
CCC(=O)n1nc(-c2ccco2)nc1SCc1ccccc1	-6	2.1	3	-2%	13%	-2%	-28%	-1	-10%
COc1ccc(Cl)cc1NS(=O)(=O)c1cccc(C(=O)NC2CC2)c1	-28	5.2	-10	2%	11%	5%	1%	3	-12%
O=C(Cn1cc(COc2ccc3ccccc3c2)nn1)NS(=O)(=O)c1cccc(OC(F)F)c1	26	-0.3	-24	-14%	1%	-8%	-21%	4	-1%
COc1cc(NC(=O)C2CCCN(S(=O)(=O)c3cccc4nsnc34)C2)cc(OC)c1 (centres undefined)	1	-1.0	8	-7%	?	-4%	?	4	-6%
Cc1cc2nc(N3C(=O)CNC3=S)sc2cc1C	-67*	-0.8	-7	?	?	-7%	-18%	-11	5%
CCCN(CC(=O)Nc1ccccc1C)C(=O)C1CCN(C(=O)Nc2ccccc2)CC1	-11	1.1	-15	1%	10%	-14%	0%	-19	4%
Cc1nn(S(=O)(=O)c2ccc(C(C)C)cc2)c(C)c1S(=O)(=O)N1CCCCCC1	/	/	/	-1%	5%	/	/	4	-3%
Cc1noc(C)c1S(=O)(=O)Nc1ccc(C(=O)Nc2ccc(Br)cc2)cc1	/	/	/	-23%	?	/	/	-12	-2%
CCOC(=O)c1c(NC(=O)C2CCCCC2)sc2c1CCN(C(C)C)C2	-60*	-3.2	6	-4%	?	-2%	-5%	-12	7%
CCOc1ccc(-c2nc(N)ncc2-c2ccccc2OC)c(O)c1	0	-1.0	-20	-15%	?	-12%	-4%	5	28%
COc1ccc(-c2nc3nc(C)cc(=O)n3[nH]2)cc1	-10	-0.5	/	-24%	-1%	-6%	-3%	2	-1%
Cc1cnc(NC(=O)c2cccc(S(=O)(=O)N3CC(C)OC(C)C3)c2)s1 (centres undefined)	1	0.5	-3	5%	-29%	-9%	-15%	4	7%
CCN(c1ccccc1)S(=O)(=O)c1ccc(N2CCN(c3ccc(OC)cc3)CC2)nc1	3	-0.4	-1	2%	-10%	1%	-5%	-1	2%
O=C(NCCCN1CCOCC1)C1CC(=O)N(CCc2ccccc2)C1 (centres undefined)	8	0.5	6	-13%	12%	-3%	-5%	5	4%
Cc1ccc(S(=O)(=O)N2CCC(C(=O)N3CCC(C(=O)NCc4cccnc4)CC3)CC2)cc1	13	-1.0	/	4%	-5%	-9%	-8%	-6	24%
COc1ccccc1Nc1c([N+](=O)[O-])cc(C)cc1[N+](=O)[O-]	-3	0.4	-6	3%	19%	0%	-11%	-5	16%
CC(Sc1nc2ccccc2s1)C(=O)N1CCOCC1 (centres undefined)	3	-0.3	-3	-18%	-15%	1%	-24%	3	1%
CCCN1CCN(CCCNC(=O)C2CCN(c3nnc(-n4cccc4)s3)CC2)CC1	-12	-0.4	-2	-2%	-11%	-6%	-9%	-9	-1%
COc1ccc(CNC(=O)CCC(=O)Nc2nnc(C(F)(F)F)s2)cc1	-4	3.0	6	-10%	13%	-2%	-7%	6	-7%
O=C(O)c1cc2nc(-c3ccc(F)cc3)cc(C(F)(F)F)n2n1	0	2.7	-22	5%	22%	-16%	-6%	2	0%
C/C(CC1(O)C(=O)N(Cc2ccccc2)c2ccccc21)=N\O (centres undefined)	11	1.0	5	-14%	?	2%	-6%	2	-11%
Cc1c(Br)cc(-c2nnco2)cc1Br	6	0.5	/	-3%	-1%	-6%	-6%	1	-4%
CCN(CC)CCNC(=O)c1ccc(NC(=O)Cc2ccc(OC)c(S(=O)(=O)N3CCOCC3)c2)cc1	-24	0.1	1	-2%	17%	-1%	-5%	-20	2%
CCN(CC)S(=O)(=O)c1cccc(NC(=O)CCNC(=O)NC23CC4CC(CC(C4)C2)C3)c1	7	-0.6	4	11%	10µM*	-23%	-4%	-5	3%

Entries from the list above containing bromine, in the order listed:
SMILES	D3 antag	IL2 activator	PI5P4Ka inh	HEK293 tox	GLP1R inv ag	WRN inhibitor	PLK1 PBD block	D3 ag	GLP1R ag
Cc1noc(C)c1S(=O)(=O)Nc1ccc(C(=O)Nc2ccc(Br)cc2)cc1	/	/	/	-23%	?	/	/	-12	-2%
Cc1c(Br)cc(-c2nnco2)cc1Br	6	0.5	/	-3%	-1%	-6%	-6%	1	-4%

Among those listed so far, two have an aryl thioether with sulfur outside any ring:
SMILES	D3 antag	IL2 activator	PI5P4Ka inh	HEK293 tox	GLP1R inv ag	WRN inhibitor	PLK1 PBD block	D3 ag	GLP1R ag
CCC(=O)n1nc(-c2ccco2)nc1SCc1ccccc1	-6	2.1	3	-2%	13%	-2%	-28%	-1	-10%
CC(Sc1nc2ccccc2s1)C(=O)N1CCOCC1 (centres undefined)	3	-0.3	-3	-18%	-15%	1%	-24%	3	1%

(listing goes on)
SMILES	D3 antag	IL2 activator	PI5P4Ka inh	HEK293 tox	GLP1R inv ag	WRN inhibitor	PLK1 PBD block	D3 ag	GLP1R ag
OC(CN1CCN(c2ccccn2)CC1)Cn1c2ccc(Cl)cc2c2cc(Cl)ccc21 (centres undefined)	52	-0.4	14	-7%	?	-5%	-11%	45*	1%
COC(=O)C1=C(N)Oc2cc(C)[nH]c(=O)c2C1c1cc(OC)c(OC)c(OC)c1 (centres undefined)	4	-1.9	-6	-5%	-6%	13%	-28%	2	-19%
CCC(O)c1cnc(OCc2ccccc2)nc1OCc1ccccc1 (centres undefined)	-17	-2.1	4	8%	10µM*	-9%	-11%	-3	11%
O=C(Nc1cccc(O)c1)c1ccc(NC(=O)c2cccs2)cc1	-5	-3.3	-12	-6%	?	?	-6%	-5	-7%
Cc1ccc(-n2nc3c(=S)[nH]nc(C)c3c2C)cc1	12	-0.5	-6	-4%	-11%	0%	-3%	-16	-1%
CC(C)Oc1cc(F)ccc1-c1cc(C(=O)NCCCn2ccnc2)[nH]n1	?	1.0	-3	-5%	-3%	1%	-13%	-24	-8%
COC(=O)c1cc(C#N)c(OC)nc1C	1	3.4	3	13%	25%	-2%	-14%	1	4%
Cc1ccccc1-c1noc(CSc2nc3ccccc3[nH]2)n1	/	/	/	3%	?	/	/	5	0%
O=C(Oc1ccccc1)c1ccccc1OS(=O)(=O)c1ccccc1	13	-1.5	/	-16%	-17%	-4%	-3%	-6	1%
Cc1c(C)c2c(C)nn(-c3ccccc3)c2[nH]c1=O	5	3.7	3	3%	78%[activator]	-1%	-1%	3	5%
Cc1ccc(Cn2nc(C)c(NC(=O)CCCn3nc([N+](=O)[O-])c(Cl)c3C)c2C)cc1	12	1.6	3	-2%	-29%	-17%	-1%	0	-2%
COc1ccc(S(=O)(=O)NCC(=O)Nc2ccc3c(c2)OCCO3)cc1OC	-50*	-1.2	2	3%	3%	-5%	-23%	-3	5%
COc1ccc(OC)c(NC(=O)CC2Oc3ccccc3NC2=O)c1 (centres undefined)	12	0.3	0	3%	13%	1%	-7%	-2	11%
Cc1cc(C)n(C(=O)c2ccc([N+](=O)[O-])cc2N)n1	8	-0.9	-4	10%	2%	-1%	-7%	4	5%
O=C(C1=C(O)C(=O)N(c2ncccn2)C1c1ccc(F)cc1)c1ccco1 (centres undefined)	7	0.7	-3	0%	0%	-16%	-12%	14	-7%
CCOc1ccc2oc(C(=O)Nc3cc(C)ccn3)c(C)c2c1	18	1.3	-9	-8%	?	-27%	-6%	-1	7%
O=C(Cn1cccc1C(=O)c1ccccc1)NCc1ccccn1	6	0.2	-2	-1%	-6%	7%	-1%	10	5%
CCOC(=O)c1cc2cc([N+](=O)[O-])cc(OC)c2oc1=O	-16	-3.9	3	-3%	25%	-12%[57.1 µM]	2%	-10	4%
COC(=O)C(C)Sc1nnc(Cc2cc(=O)[nH]c(=O)[nH]2)n1-c1cccc(OC)c1 (centres undefined)	-10	2.6	10	2%	6%	1%	-6%	5	-3%
O=C(NCCCN1CCOCC1)C(=O)N/N=C/c1c2ccccc2cc2ccccc12	-17	0.7	2	3%[1.53 µM]	-18%	-31%[57.1 µM]	-6%	-14	9%
Cc1ccc(S(=O)(=O)N(C)C)cc1NC(=O)C(C)Sc1ccccc1 (centres undefined)	-3	-2.6	-1	0%	16%	0%	-23%	-2	8%
Cc1ccc(S(=O)(=O)N2CCN(C(=O)COC(=O)CCCOc3ccccc3)CC2)c(C)c1	10	0.5	8	3%	1%	-2%	4%	0	-7%
COc1ccc(/C(O)=C2/C(=O)C(=O)N(CCCN3CCOCC3)C2c2ccc(C(C)C)cc2)cc1 (centres undefined)	11	2.1	-2	-7%	0%	4%	0%	-7	-4%
Nc1ccc(CNC(=O)c2cc3cc(Cl)ccc3nc2N)cc1	9	-0.5	-4	12%	?	3%	-15%	1	/
Cc1ccc(NC(=O)CSc2nnc(-c3cccnc3)o2)c(C)c1	3	-0.7	15	-2%	22%	-5%	?	-6	5%
Cc1ccnc(N/C=C(/NC(=O)c2ccccc2)C(=O)NN)n1	-14	0.2	2	-4%	14%	4%	-16%	-9	8%
COc1ccc(C(=O)OCC(=O)NC(=O)NC2CCCC2)cc1OC	17	-0.4	1	-18%	63%[activator]	-5%	4%	-8	-4%
Cc1cc2ccccc2n1CCNC(=O)C1CC1	-2	-4.9	-12	-7%	-2%	-27%	-12%	-8	-1%
COc1ccc(Nc2cccc3ccccc23)cc1	-8	0.4	-11	0%	-19%	-7%	-14%	16	12%
CCOc1ccc(NC(=O)CS(=O)CC(=O)Nc2cccnc2)cc1 (centres undefined)	18	0.3	-4	2%	5%	9%	0%	4	0%
